TrxR1 inh: inhibitors of rat thioredoxin reductase 1. O89049. recombinant rTrxR1, NADPH fluorescence consumption, selenite substrate. Potency, µM (titrated, usually from 114 µM), without a hit: top-dose activity change, negative = inhibition, actives largely listed as inhibitors. 390,000 tested, 1% active. AID 588453; also: potency is read from the fitted curve at half-maximal effect; % is scaled to controls: 0 for no effect and ±100 for the full control effect; nearly all actives have a fitted effect of over 65% in size
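Rat TrxR1 (90 nM in the dispensed reagent) was pre-reduced with 400 uM NADPH for 5 min at room temperature, then incubated with compound for 15 min. After 400 uM selenite was added, NADPH fluorescence (Ex 340/Em 450 nm) was followed for 8 min.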
LDHA inh: LDHA (human) enzyme inhibition; 480,000 tested, 0.15% active; purified LDHA, NADH/diaphorase-resazurin fluorescence; active compounds read low; activity change, % (values are at about 110 or 230 µM); in the data active = activity change below about -30%; inconclusive = mostly about -25% to -30%;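 also: plate controls were DMSO wells for no effect and wells without enzyme for full effect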
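Human LDH5 at 2 nM final in Tris HCl pH 7.4 with 0.06 mM NADH and 0.2 mM pyruvate, reacted 5 minutes at room temperature. Remaining NADH coupled via diaphorase/resazurin; resorufin fluorescence read at 0 and 20 minutes, normalized to enzyme-free and DMSO wells.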
RGS4 inhibitor: human RGS4 inhibition | P49798 | Transcreener GDP fluorescence polarization, RGS4-accelerated GTP hydrolysis | Potency, µM (highest dose often 114 µM), without a hit: at the highest dose activity change, negative = inhibition, usual class: inhibitors | 390,000 tested, 0.039% active; also: potency is read from the fitted curve at half-maximal effect; % is scaled to controls: 0 for no effect and ±100 for the full control effect; nearly all actives have a fitted effect of over 75% in size; some results filed as inactive show a strong effect at the top dose
Target sequence (P49798 whole entry, looked up): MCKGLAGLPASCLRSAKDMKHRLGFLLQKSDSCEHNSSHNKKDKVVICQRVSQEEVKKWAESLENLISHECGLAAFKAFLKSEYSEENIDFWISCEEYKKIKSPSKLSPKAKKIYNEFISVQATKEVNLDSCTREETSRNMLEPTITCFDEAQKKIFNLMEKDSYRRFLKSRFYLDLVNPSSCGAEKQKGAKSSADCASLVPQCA
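MLSMR compounds (23 nl, pin-transferred) preincubated 10 min at room temperature with a 500nM (2x) first reagent, then RGS4 at 900nM (2x) plus Transcreener GDP mix added; fluorescence polarization (620/688 nm) read before and after 90 min at 30 °C.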
Vif-APOBEC3F blk: inhibitors of Vif-A3F interaction | Potency, µM (top dose mostly 46.1 µM), without a hit: at the highest dose activity, negative = active | 390,000 tested, 0.2% active | HeLa A3F-eYFP + Vif (tagged APOBEC3F with the HIV-1 protein that degrades it), YFP fluorescence increase; also: potency is read from the fitted curve at half-maximal effect; % of control where 0% means no effect; nearly all actives have a fitted effect of over 65% in size
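HeLa cells stably expressing Vif plus C-terminally eYFP-tagged A3F were seeded, incubated overnight at 37 deg C, dosed with compound, incubated overnight again at 37 deg C. Yellow fluorescence (Ex 488/Em 500-530) reported blocked Vif-mediated A3F-eYFP degradation.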
GRP78 ERSR act: inducers of ER stress response in human glioma cells; Potency, µM, for inactives: top-dose activation, most hits filed as activators; U87-MG GRP78 promoter luciferase reporter, 16 h; 420,000 tested, 0.02% active; also: potency is read from the fitted curve at half-maximal effect; series mostly up to about 76 µM; % of control where 0% means no effect; nearly all actives have a fitted effect of over 35% in size
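ERSR induction read as luciferase luminescence (Bright-Glo, 10 min at room temperature) in stably transfected human U87-MG glioma cells exposed to compounds for 16 h, using GRP78 as sensor.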
USP1-UAF1 inh: blocks the human USP1/UAF1 deubiquitinase complex | O94782 | recombinant USP1/UAF1, Ub-Rhodamine cleavage fluorescence | Potency, µM (titrated, usually from 57.1 µM), without a hit: top-dose activity change, negative = inhibition, most hits filed as inhibitors | 390,000 tested, 0.23% active | AID 743255; also: potency is read from the fitted curve at half-maximal effect; % is scaled to controls: 0 for no effect and ±100 for the full control effect; nearly all actives have a fitted effect of over 60% in size; inactives centre near -12
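1 nM enzyme complex + cpd, 15 min RT; start with Ub-Rho 150nM final; kinetic fluorescence ex 480/em 540, 6 reads q60 s. Buffer 50mM HEPES pH 7.8, 0.5mM EDTA, 0.1 mg/ml BSA, 1mM TCEP, 0.01% Tween-20.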
TrxR1 substrate: rat thioredoxin reductase 1 substrate activity; purified TrxR1 substrate turnover, NADPH consumption readout; Potency, µM (top dose mostly 114 µM), for inactives: top-dose activity change, negative = substrate turnover; 390,000 tested, 0.01% active; also: potency is read from the fitted curve at half-maximal effect; % is scaled to controls: 0 for no effect and ±100 for the full control effect; nearly all actives have a fitted effect of over 50% in size
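Rat TrxR1, dispensed at 90 nM, was prereduced with 400 uM NADPH (final) for 5 min at ~22 deg C, then incubated with compound 15 min before 400 uM selenite. A first-read NADPH fluorescence drop versus no-compound background flagged substrates.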
IDH1 R132H inh: blocks human mutant IDH1 R132H enzyme; O75874; IDH1-R132H enzyme, NADPH consumption, diaphorase/resazurin fluorescence; Potency, µM (top dose mostly 76.6 µM), for inactives: at the top dose activity change, negative = inhibition, usual class: inhibitors; 390,000 tested, 0.093% active; AID 602179; also: potency is read from the fitted curve at half-maximal effect; % is scaled to controls: 0 for no effect and ±100 for the full control effect; nearly all actives have a fitted effect of over 65% in size
Target sequence (O75874 whole entry R132H, stated change not applied): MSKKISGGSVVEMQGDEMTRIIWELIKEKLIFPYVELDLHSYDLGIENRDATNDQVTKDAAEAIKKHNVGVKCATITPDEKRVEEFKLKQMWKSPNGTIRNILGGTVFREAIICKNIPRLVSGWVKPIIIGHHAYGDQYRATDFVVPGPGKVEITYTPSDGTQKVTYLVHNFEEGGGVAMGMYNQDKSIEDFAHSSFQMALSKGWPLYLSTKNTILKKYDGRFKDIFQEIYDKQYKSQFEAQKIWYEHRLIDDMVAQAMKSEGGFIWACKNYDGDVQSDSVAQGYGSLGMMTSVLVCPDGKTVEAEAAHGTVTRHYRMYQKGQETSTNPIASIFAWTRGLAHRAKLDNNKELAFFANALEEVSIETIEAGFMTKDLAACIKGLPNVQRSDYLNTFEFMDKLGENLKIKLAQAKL
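IDH1-R132H (0.5 ug/mL dispensed) in pH 7.5 Tris buffer was preincubated 30 min with compound, then given a substrate mix of 0.016 mM NADPH and 2 mM alpha-KG for 80 min at room temperature; remaining NADPH was read by diaphorase/resazurin fluorescence.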
Vif-A3G inh: Vif-A3G binding inhibition; Q9HC16; HeLa A3G-eYFP + Vif (tagged APOBEC3G with the HIV-1 protein that degrades it), YFP fluorescence, overnight; Potency, µM (highest dose often 46.1 µM), for the others: at the highest dose activity, negative = active, most hits filed as inhibitors; 410,000 tested, 0.076% active; AID 602310;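 also: potency is read from the fitted curve at half-maximal effect; % is scaled to controls: 0 for no effect and ±100 for the full control effect; nearly all actives have a fitted effect of over 60% in size; hits raise eYFP signal because A3G escapes Vif-driven loss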
Target sequence (Q9HC16 whole entry, looked up): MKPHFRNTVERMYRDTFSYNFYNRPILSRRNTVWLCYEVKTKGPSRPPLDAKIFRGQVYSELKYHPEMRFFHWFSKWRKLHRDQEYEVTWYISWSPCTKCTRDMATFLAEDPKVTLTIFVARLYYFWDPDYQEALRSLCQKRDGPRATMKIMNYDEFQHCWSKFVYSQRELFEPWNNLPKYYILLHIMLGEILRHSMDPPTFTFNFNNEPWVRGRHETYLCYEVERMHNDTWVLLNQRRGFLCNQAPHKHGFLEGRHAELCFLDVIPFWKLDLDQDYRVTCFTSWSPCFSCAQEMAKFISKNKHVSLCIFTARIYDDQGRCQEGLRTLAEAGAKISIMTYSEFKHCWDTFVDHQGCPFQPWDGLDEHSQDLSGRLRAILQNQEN
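HeLa cells stably expressing Vif and C-terminally eYFP-tagged A3G, seeded overnight at 37 deg C, then exposed to compound by pintool overnight at 37 deg C. Rise in yellow fluorescence (Ex 488/Em 500-530, Acumen) marks blocked Vif-driven A3G degradation.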
Numbers without * were called inactive; ? = inconclusive; · = no result given; & = joins results of further samples; [ ] = remark or other dose. Unless noted, calls follow the shape of the dose curve; as a rule, active = well fitted curve in the direction sought with a large enough effect; inconclusive = small, poorly fitted or top-dose-only effect, or another doubt; inactive = no such curve, though single readings can be large; an effect the other way counts as inactive or inconclusive. The list is partial; the hit share may differ from the screen's.

SMILES	TrxR1 inh	LDHA inh	RGS4 inhibitor	Vif-APOBEC3F blk	GRP78 ERSR act	USP1-UAF1 inh	TrxR1 substrate	IDH1 R132H inh	Vif-A3G inh
CCN(C(=O)COC(=O)c1ccco1)c1c(N)n(Cc2ccccc2)c(=O)[nH]c1=O	4.7%	-0.6	-52.4%	9.8%	-3.5%	-13.4%	-0.1%	8.0%	0.5%
Cc1[nH]nc2c1/C(=N/O)CC(c1ccccc1)C2 (stereo not drawn)	-7.7%	0.0	-21.5%	1.3%	-3.7%	-23.6%	-4.0%	2.0%	-9.8%
O=C1OCCN1/N=C/c1ccc([N+](=O)[O-])o1	?	-2.3	-12.1%	-5.8%	-3.4%&-2.4%&-5.1%	?	3.9%	9.2%	4.3%
CCN1c2ccccc2NC2N=C(OC)C(c3ccccc3)C21 (stereo not drawn)	20µM*	16.8	-47.0%	-12.0%	-1.0%	-6.1%	2.8%	13.5%	-15.1%
O=C(c1ccccc1)N1CCN(S(=O)(=O)c2cccc(NS(=O)(=O)c3ccccc3)c2)CC1	21.4%[57.1 µM]	1.2	-1.5%	-8.0%	-2.5%	?	6.7%[57.1 µM]	-0.9%	-0.5%
Cc1ccc(S(=O)(=O)N2c3ccccc3OCC2C(C)(C)C)cc1 (stereo not drawn)	14.9%	0.3	7.6%[56.9 µM]	-17.3%	-6.2%	-9.2%	1.1%	7.9%	-19.6%
COc1ccc(CN(CC2CCC(C(=O)O)CC2)C(=S)Nc2cc(C)ccc2C)cc1 (stereo not drawn)	11.4%	-4.0	-4.8%	1.9%	-1.6%	-12.2%	3.2%	1.1%	-0.3%
CCCCCC(=O)N1C[C@@H](O)[C@H](n2cc(-c3ccc(F)cc3)nn2)C[C@@H]1c1ccc(C)cc1	·	-18.7	·	-14.5%	0.3%	-11.4%	·	-16.7%	-10.6%
CCOc1ccc(CCNC(=O)COC(=O)c2cc(OC)cc(OC)c2)cc1OCC	15.5%[57.1 µM]	-2.1	-21.4%	-4.4%	-5.8%	-7.9%	1.7%[57.1 µM]	2.6%	1.1%
O=C1NC(c2cccc([N+](=O)[O-])c2)=CCN1c1ccccc1O	?	0.6	-1.1%[56.9 µM]	8.7%	-3.1%&2.0%&-4.1%	-22.3%	8.3%[57.1 µM]	3.4%	-3.3%
COc1ccc(N2C(=O)CC(N3CCN(C(=O)c4ccco4)CC3)C2=O)cc1 (stereo not drawn)	-24.3%	-15.5	16.4%[11.4 µM]	0.2%	-2.5%	-12.7%	-14.3%	-3.8%	-3.3%
O=C(c1ccc(Cl)c(S(=O)(=O)N2CCCC2)c1)N1CCCC(C(F)(F)F)C1 (stereo not drawn)	-3.4%	-11.3	4.3%	-13.1%	-4.4%	-10.1%	-2.5%	3.6%	3.4%
CCNC(=O)N1CCCC(C(=O)c2ccc(C(F)(F)F)cc2)C1 (stereo not drawn)	16.3%	0.9	9.3%	2.0%	-1.0%	-17.3%	7.3%	0.0%	0.3%
Cc1cc(C)cc(NC(=O)CCNS(=O)(=O)c2cc(Br)cnc2N)c1	36.2%	-2.3	-26.0%	2.7%	-1.6%	-26.3%	7.5%	0.7%	-5.8%
Cc1cc2oc(=O)cc(CSc3nc(N)cc(N)n3)c2cc1C	4.3%[57.1 µM]	15.2&-3.3	9.9%	2.3%	-1.1%	-6.5%	6.8%[57.1 µM]	2.3%	-6.9%
COc1ccc(C(=O)NC(=S)Nc2ccccc2N2CCCCC2)cc1[N+](=O)[O-]	-9.9%	-0.2	-34.1%	-6.8%	-4.9%	-18.1%	-7.8%[57.1 µM]	-2.0%	0.1%
O=C(NCCNS(=O)(=O)c1ccccc1Cl)c1cc(OCC(F)(F)F)ccc1OCC(F)(F)F	5.8%	5.2	20.3%	-12.7%	-8.9%	-9.8%	-7.4%	-3.4%	1.9%
COc1ccccc1/C=C1\Cc2ccccc2C1=O	-0.7%	-14.3	4.2%	4.1%	0.8%	-11.9%	-8.4%	17.2%	1.4%
Cc1ccc(/C=N/NC(=O)c2nnn(-c3nonc3N)c2CSc2ccccc2)cc1	11.5%	-7.0	35.2%	7.8%	-4.3%	-12.0%	-1.5%	-3.9%	-7.3%
COc1ccccc1-c1nnc(NC(=O)c2ccc(S(=O)(=O)N(C)CC3CCCO3)cc2)o1 (stereo not drawn)	-9.2%	0.0	12.1%	-6.6%	-1.4%	-6.5%	-9.8%	-3.6%	-0.9%
COc1ccc(N2C[C@H](CSC)[C@@H](CC(=O)Nc3ccc(Br)cc3)C2=O)cc1	·	-7.5	·	0.5%	0.1%	-0.1%	·	5.4%	1.0%
CCn1c(SCc2nc3scc(-c4ccccc4)c3c(=O)[nH]2)nnc1-c1ccc(Cl)cc1	3.7%	-2.9	-15.7%	-6.7%	-2.2%	4.5%	-2.9%	1.4%	-0.5%
Cc1c(NC(=O)C(C)OC(=O)COc2ccc(C#N)cc2)c(=O)n(-c2ccccc2)n1C (stereo not drawn)	29.5%	-2.3	-8.4%	6.7%	-4.5%	-17.5%	6.1%	2.1%	-2.4%
Cc1nn(Cc2ccccc2)c(C)c1/C=N/NC(=O)CNc1cccc(C(F)(F)F)c1	-5.0%	-7.3	10.0%	-13.3%	-1.1%	-10.2%	-11.8%	-8.3%	-12.4%
O=C(Nc1ccc(-c2cn3ccsc3n2)cc1)C1COc2ccccc2O1 (stereo not drawn)	-1.8%	-4.4	32.8%	4.2%	-7.1%	-8.2%	-6.5%	0.9%	-0.8%
SMILES	TrxR1 inh	LDHA inh	RGS4 inhibitor	Vif-APOBEC3F blk	GRP78 ERSR act	USP1-UAF1 inh	TrxR1 substrate	IDH1 R132H inh	Vif-A3G inh
COc1cc(Cc2cc(N)nc(N)n2)cc(OC)c1OC	15.5%	-4.3	-3.3%	3.1%	-4.0%	-11.3%	2.9%	-6.8%	1.9%
Cc1oc2ncnc(N3CCOCC3)c2c1C(=O)Nc1ccc(Br)cc1F	9.7%	-5.3	1.8%	0.6%	-3.7%	-9.0%	1.2%	5.8%	3.9%
O=S(=O)(Nc1cccc(CO)c1)c1cccs1	8.3%[11.4 µM]	-11.8	-5.8%	12.4%	-4.3%	-29.9%	8.5%[57.1 µM]	-11.8%	-1.9%
CCC(C(=O)Nc1ccccc1)n1nc(-c2cc(C)ccc2C)ccc1=O (stereo not drawn)	3.6%	-1.3	-2.5%	5.5%	-2.7%	-5.9%	-3.7%	2.5%	4.2%
COC(=O)COc1cccc(NC(=O)c2ccccc2)c1	15.1%	3.1	-7.1%	1.8%	0.9%	-4.3%	5.4%	16.2%	2.1%
CNC(=O)NC(=O)CSc1cccc(C(F)(F)F)c1	1.7%	-10.9	2.7%	-1.3%	-2.9%	-10.6%	9.7%	-2.0%	-0.1%
CCNc1nc(C#N)nc2c1ncn2-c1cc(F)cc(F)c1	13.3%[57.1 µM]	-10.3&-0.9	-12.3%	-4.4%	-1.0%	·	1.3%[57.1 µM]	·	-9.1%
O=C(NC1CC(=O)N(c2cccc(F)c2)C1)C1CCCC1 (stereo not drawn)	8.8%[57.1 µM]	-5.1	9.4%	3.7%	-2.3%	?	-0.6%[57.1 µM]	-6.6%	-1.3%
FC(F)(F)c1ccnc(N2CCN(Cc3cnc(-c4ccccc4)[nH]3)CC2)c1	18.1%[57.1 µM]	0.5	6.6%	0.2%	-5.0%	-16.4%	5.7%[57.1 µM]	3.1%	-0.9%
O=C(Nc1ccc(-c2csc(Nc3cccc(C(F)(F)F)c3)n2)cc1)c1cc([N+](=O)[O-])cc(C(F)(F)F)c1	27.9%	0.5	8.7%	?	-3.4%	-21.8%	5.1%	4.5%	-6.1%
COc1ccc(C)cc1NC(=O)c1cnc2n(c1=O)CCS2	19.8%[57.1 µM]	-3.3	9.5%	-9.4%	7.4%	-10.5%	21.7%[57.1 µM]	14.7%	1.4%
Cc1ccc(C(=O)N/N=C/c2cc(C)n(-c3ccc(Br)cc3)c2C)cc1[N+](=O)[O-]	-4.8%[57.1 µM]	-0.6	-16.1%	-12.2%	-3.2%	-7.7%	9.9%[57.1 µM]	-6.4%	1.5%
O=C(COC(=O)c1ccc(F)c(S(=O)(=O)N2CCOCC2)c1)NCCc1ccccc1	-2.7%	-11.7	17.6%	-1.7%	1.4%	-5.0%	-6.5%	-5.5%	-0.9%

2 neighbouring entries out of the list so far:
SMILES	TrxR1 inh	LDHA inh	RGS4 inhibitor	Vif-APOBEC3F blk	GRP78 ERSR act	USP1-UAF1 inh	TrxR1 substrate	IDH1 R132H inh	Vif-A3G inh
CCNc1nc(C#N)nc2c1ncn2-c1cc(F)cc(F)c1	13.3%[57.1 µM]	-10.3&-0.9	-12.3%	-4.4%	-1.0%	·	1.3%[57.1 µM]	·	-9.1%
O=C(NC1CC(=O)N(c2cccc(F)c2)C1)C1CCCC1 (stereo not drawn)	8.8%[57.1 µM]	-5.1	9.4%	3.7%	-2.3%	?	-0.6%[57.1 µM]	-6.6%	-1.3%
